# Source: PubChem BioAssay
# Xi reactivation: activators of inactive X chromosome reactivation, primary screen, imaging, XiGFP fibroblasts, GFP high-content imaging, set 2; XiGFP mouse fibroblasts, % GFP-positive cells imaging, 3 d; cells co-treated with 5-aza-dC sensitizer; scaled so ellipticine positive control = 100%; activation, % at 7.58 µM; 360,000 compounds, 0.055% hits;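 active = mean normalized replicate activation at least 10% and every replicate at or above 10%; inconclusive = only one of the two criteria met; inactive = mean below 10% and not all replicates reach 10%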;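 note: 0% = median of on-plate neutral control wells and 100% = ellipticine 6 µM median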
#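 Material: XiGFP fibroblasts, SV40-immortalized. Buffer or medium: DMEM plus 5-aza-dC sensitizer. Compound: single concentration per compound, delivered by pin transfer. Times: 3 days compound exposure. Controls: ellipticine 6 µM.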
# RAD52 inh: RAD52 DNA annealing inhibitors, primary screen, biochemical, FRET, single point, set 2 | DNA repair protein RAD52 homolog (Homo sapiens), P43351 | recombinant RAD52 DNA annealing, FRET fluorescence | inhibition, % at 18.7 µM | 360,000 compounds, 0.46% hits;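 active = every replicate showing at least 50% inhibition; inconclusive = mean inhibition at least 50% but not in every replicate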
# Target sequence (P43351 whole entry, looked up): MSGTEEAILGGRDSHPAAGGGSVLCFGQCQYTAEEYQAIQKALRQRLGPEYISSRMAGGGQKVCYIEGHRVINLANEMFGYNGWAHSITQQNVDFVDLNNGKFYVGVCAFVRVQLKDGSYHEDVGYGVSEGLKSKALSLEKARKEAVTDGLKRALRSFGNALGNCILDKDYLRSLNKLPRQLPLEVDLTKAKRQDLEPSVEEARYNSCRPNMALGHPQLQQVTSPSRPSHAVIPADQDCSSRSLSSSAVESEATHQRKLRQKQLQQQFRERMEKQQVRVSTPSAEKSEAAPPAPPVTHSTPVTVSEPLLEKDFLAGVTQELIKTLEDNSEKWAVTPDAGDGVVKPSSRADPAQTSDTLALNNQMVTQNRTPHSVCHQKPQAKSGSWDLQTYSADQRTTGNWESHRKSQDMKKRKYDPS
# DENV2 CPE rescue: inhibitors of DENV2 cytopathic effect, primary screen, cell-based, plate reader, single concentration. DENV2-infected cells, cytopathic effect rescue. CPE inhibition, % at 9.99 µM. 350,000 compounds, 1.7% hits; in the data active = CPE inhibition above about 20%, passing the limit was not always enough; inconclusive = no clear call, values can overlap the other calls; tested in BHK-21 cells;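 note: 0% = median of neutral control wells and 100% = median of positive control wells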
# Casp6 inh: human caspase-6 inhibitors, primary screen, biochemical, VEID-R110 fluorescence, single point, set 2; P55212; purified caspase-6, Z-VEID-R110 cleavage fluorescence; inhibition, % at 12.5 µM; 350,000 compounds, 0.53% hits;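 active = mean inhibition across replicates at least about 35%, with every replicate also reaching that limit, limit read from the data; inconclusive = only one of the two criteria met; inactive = neither criterion met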;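 note: 0% = median of neutral control wells and 100% = no fluorescence left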
# GSIS activator: GLuc luminescence reporter in INS-1E cells, primary screen for activators of glucose-dependent secretion of insulin; activation, % at 16.6 µM; AID 743287, 2014; 370,000 compounds, 0.61% hits; INS-1E GLuc reporter insulin secretion, 2-3 h;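 active = lowest replicate activation of at least 40%, so every replicate reaches that level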;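 note: 0% = median of neutral control wells and 100% = median of IBMX positive control wells; some compounds called inactive have numbers as strong as hits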
# F508del corr: F508del CFTR correction, initial screen, CFBE line, single point; CFBE cells, YFP halide quenching; stimulated with forskolin plus potentiator P3; % fluorescence drop versus neutral controls; AID 720511, 2013; 350,000 compounds, 0.36% hits; activity (quench increase), % at 7.58 µM;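 active = mean added fluorescence quench of at least 8% versus neutral control, with both replicates also reaching 8%; inconclusive = only one of the mean or replicate conditions met; inactive = mean below 8% and not both replicates reaching 8%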;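 note: cells transiently co-express mutant CFTR-F508del with the halide-sensitive YFP; corrector assay measuring rescue of mutant channel to the surface after 24 h compound exposure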
# E-selectin induc: E-selectin induction in HUVECs, primary screen, imaging, HUVEC, immunofluorescence imaging, single point | P16581 | normalized: neutral wells 0, TNF-alpha wells 100 | activation, % at 7.58 µM | 260,000 compounds, 0.37% hits;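 active = mean E-selectin-positive cell signal at least 10% of the positive control, reached in at least 60% of replicates, without over 20% cell loss; inconclusive = no rule given, readout overlaps actives, possibly toxicity-flagged; inactive = the rest, including those meeting only one limit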;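 note: in these data hits start at about 27%; measured in HUVEC primary endothelial cells; signal is the percent of cells scored E-selectin positive by PE staining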
# Target sequence (P16581 whole entry, looked up): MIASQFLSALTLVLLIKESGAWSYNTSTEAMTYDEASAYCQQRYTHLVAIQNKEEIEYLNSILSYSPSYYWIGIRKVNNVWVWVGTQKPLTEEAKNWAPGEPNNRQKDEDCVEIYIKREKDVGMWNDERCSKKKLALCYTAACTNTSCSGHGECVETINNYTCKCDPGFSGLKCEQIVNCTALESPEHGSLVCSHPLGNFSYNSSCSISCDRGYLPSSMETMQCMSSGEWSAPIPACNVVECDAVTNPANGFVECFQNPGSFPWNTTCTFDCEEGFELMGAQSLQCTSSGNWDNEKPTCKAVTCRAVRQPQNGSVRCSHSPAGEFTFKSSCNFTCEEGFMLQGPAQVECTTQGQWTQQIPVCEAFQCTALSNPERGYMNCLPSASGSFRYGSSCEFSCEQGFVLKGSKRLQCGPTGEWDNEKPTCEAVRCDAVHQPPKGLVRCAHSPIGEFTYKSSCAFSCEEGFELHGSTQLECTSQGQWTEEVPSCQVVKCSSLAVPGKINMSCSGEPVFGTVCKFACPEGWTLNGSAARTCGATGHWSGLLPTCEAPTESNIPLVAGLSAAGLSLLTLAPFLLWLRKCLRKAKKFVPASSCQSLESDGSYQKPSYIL
#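 Material: HUVEC primary endothelial cells; Amount: 3,000 cells per well; Dosing: single concentration; Medium: EGM-2 growth medium on 0.1% gelatin-coated wells; Read-out basis: percent E-selectin-positive cells; Signal: immunofluorescence imaging; Control set: TNF-alpha, DMSO.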
# RAD54 inh: inhibitors of human RAD54 branch migration, primary screen, biochemical, fluorescence, single point | DNA repair and recombination protein RAD54-like (Homo sapiens), Q92698 | RAD54 Holliday junction branch migration, FAM/BHQ fluorescence | inhibition, % at 10.4 µM | 360,000 compounds, 0.14% hits;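 active = mean normalized replicate activity at least 40 and at least half of replicates scoring 40 or more; inconclusive = only one of the two criteria met; inactive = mean below 40 and under half of replicates reaching 40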;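 note: 0% = median of neutral control wells and 100% = median of positive control wells; inhibitors cause a drop in the FAM fluorescence signal; in these data hits start at about 50%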
# * marks the source's active call; other numbers are inactive results; ? = inconclusive; · = not tested or not shown.
# Below each SMILES – Xi reactivation, RAD52 inh, DENV2 CPE rescue, Casp6 inh, GSIS activator, F508del corr, E-selectin induc, RAD54 inh
1	COc1ccccc1NC(=O)c1ccc(COc2ccccc2OC)cc1
→ 0.1, -21, -9, -3, ·, -3.6, 0.3, ·
2	COc1ccc(OCc2cc(C(=O)NC3Cc4ccccc4C3)no2)c(Cl)c1
→ 0.1, 2, -4, -2, -11, 3.6, ·, 6
3	COc1ccc(S(=O)(=O)Nc2ccc3c(c2)CC(=O)N([C@@H](C)CO)C[C@H](C)[C@H](CN(C)Cc2ccncc2)O3)cc1
→ -1.0, 5, -5, 2, 0, 3.0, 0.4, 12
4	CC(C)(C)C(=O)c1c(N)[nH]c(C(=O)c2ccccc2)c1-c1cc2ccccc2nc1Cl
→ 0.0, -1, -7, 0, 0, -1.1, 0.1, ·
5	CC(=O)N1CCN(C(=O)c2cc(=O)c3ccccc3o2)CC1
→ -0.1, -5, ?, 5, 8, -1.6, -0.1, 10
6	c1ccc(N2CCN(Cc3ccc4c(c3)OCO4)CC2)nc1
→ -0.2, -20, -2, -2, -6, -0.2, 0.0, -2
7	Cc1cccc(NC(=O)CN(C)S(=O)(=O)c2ccc3c(c2)n(C)c(=O)c(=O)n3C)c1C
→ 0.0, 1, ?, -1, -6, -1.6, ·, -5
8	CCOc1ccc(C(=O)CN2C(=O)NC3(CCCc4ccccc43)C2=O)cc1 (stereo not drawn)
→ 0.2, -17, ?, -2, ·, 1.1, -0.1, -5
9	CC(C)c1ccc(NC(=O)[C@@H]2CCC(=O)N2C2OC(=O)c3ccccc32)cc1 (stereo partly drawn)
→ ·, -17, ?, 1, 2, -3.5, ·, -6
10	N#C[C@@H]1[C@H](c2ccccc2C2=CCCCC2)[C@H](CO)N1C(=O)Cc1ccncc1
→ 0.1, -64, 9, 0, -16, -1.9, 0.0, ·
11	Cc1cc(C(=O)NC2CC(C)(C)Cc3c2cnn3-c2ccccc2C)c(C)o1 (stereo not drawn)
→ -0.1, -1, 0, 1, -51, -0.7, -0.2, -4
12	COCC(=O)N(C)C[C@@H]1Oc2cc(C3=CCCCC3)ccc2S(=O)(=O)N([C@@H](C)CO)C[C@@H]1C
→ -0.9, -6, 17, -1, -5, -2.4, 0.0, -23
13	COc1ccccc1-c1nnc(NC(=O)c2ccccc2F)o1
→ 0.0, -9, -9, 1, -2, 0.8, 1.4, -2
14	c1ccn2cc(-c3ccc4c(c3)OCCO4)nc2c1
→ 4.1, -7, 10, -1, 7, -4.5, 4.2, ·
15	CCOC(=O)C(C)c1nc2ccccc2[nH]c1=O (stereo not drawn)
→ ·, -12, ·, 1, -8, ·, ·, 7
16	COC(=O)c1cc(=O)n(CCc2ccccc2)c(=Nc2ccc(F)cc2)s1
→ 0.0, -2, 3, 1, 22, -2.8, ?, 0
17	CC(C)C[C@H]1CN(CCCC[C@@H]2CNC(=O)C(=O)N2CCc2ccccc2)C(=O)C(=O)N1Cc1ccccc1
→ 0.0, -3, -2, 3, -2, 0.1, ·, ·
18	CC[n+]1oc(-c2ccccc2)cc1C
→ 0.0, -17, 6, -2, 4, 0.6, 1.5, ·
19	COc1ccc(C/C(C)=N/NC(=S)Nc2ccccc2)cc1
→ 0.2, -16, 0, -2, -11, 0.2, ·, -12
20	COc1cc(NC(=O)C2CC(c3c(F)cccc3Cl)=NO2)c(OC)cc1Cl (stereo not drawn)
→ 0.2, -10, -1, -1, -5, -0.7, 0.3, -9
21	CCNC(=O)CN(c1ccccc1)S(=O)(=O)c1ccc(Cl)cc1
→ ·, -3, -3, -6, 5, -0.1, ·, 8
22	CCS(=O)(=O)N1Cc2ccccc2CC1C(=O)Nc1ccc(OC)c(OC)c1 (stereo not drawn)
→ 0.3, -10, 0, 0, -5, -0.3, ·, -3
23	Cc1cccn2c(=O)c3cc(C(=O)NC(C)c4ccccc4)c(=N)n(CCCn4ccnc4)c3nc12 (stereo not drawn)
→ ·, 68*, 2, -16, 4, -0.3, 0.4, ·
24	CO[C@H]1CN(C)C(=O)c2ccc(NS(=O)(=O)c3ccccc3F)cc2OC[C@@H](C)NC[C@@H]1C
→ -0.1, -7, 7, -1, -6, 2.8, -0.1, -3
25	Cc1noc(C)c1NC(=O)N(C)C[C@@H]1Oc2ccc(NC(=O)CCN3CCOCC3)cc2CC(=O)N([C@H](C)CO)C[C@@H]1C
→ -0.2, 25, 2, -1, 3, -1.9, 0.0, 2
26	C[C@H](CO)N1C[C@H](C)[C@@H](CN(C)S(C)(=O)=O)Oc2ncc(C3=CCCCC3)cc2C1=O
→ -0.9, ·, ·, ·, -4, 1.1, 1.4, ·
27	CN1C(=O)C(C)(C)c2cc(S(=O)(=O)N3CCCC(C(=O)NCc4ccc(F)cc4)C3)ccc21 (stereo not drawn)
→ 0.0, 11, -11, -2, ·, -6.1, -1.0, 6
28	Cc1cc(Cl)ccc1OC(C)C(=O)NC(C)C1CCCO1 (stereo not drawn)
→ 0.0, -14, 7, -3, 36, -2.0, 0.2, -8
29	O/N=C(/CCc1ccccc1)C1(O)CCCCC1
→ ·, -9, -4, -1, 0, -2.6, ·, 0
30	COc1ccc(C2=NOC(C(=O)Nc3ccc4c(c3)OCCO4)C2)cc1OC (stereo not drawn)
→ 0.1, -12, 5, 10, 12, -0.9, -0.1, 14
31	O=C(CCN1C(=O)/C(=C\c2ccccc2F)SC1=S)N1CCOCC1
→ 0.4, -17, 3, -1, 42*, -5.8, -0.1, -2
32	CC(C)Cn1c(=S)[nH]c2cc(Cl)ccc21
→ 0.0, -10, 0, -5, 3, -2.7, 0.3, 3
33	CCCCN1C(=O)C2ON(c3ccccc3C)C(c3ccco3)C2C1=O (stereo not drawn)
→ ·, -11, 1, 1, -12, 0.0, ·, -15
34	COc1ccc2c3c(n(C)c2c1)[C@H](CO)N(C(=O)C1CCC1)CC31CN(Cc2cccc(F)c2)C1
→ 0.3, 9, 22*, -1, 0, -0.5, 0.2, ·
35	COc1ccc(-c2nc3c4ccccc4ccn3c2CN2CCCCC2)cc1OC
→ -0.1, 3, -9, -2, 7, 0.2, 5.2, 20
36	C=CCn1c(SCC(=O)Nc2ccc(Cl)cn2)nnc1C1CC1
→ 0.1, -91, ?, -2, 1, -2.9, 0.3, -10
37	O=C(Nc1ccc(F)cc1)N1C[C@@H]2[C@H](c3ccccc31)[C@@H](CO)N2C(=O)Cc1ccccn1
→ 0.0, 10, ?, 2, -5, 5.1, 0.0, 0
38	COc1ccc(NC(=O)C2(c3ccccc3)CCCC2)cc1
→ -0.1, 0, -6, -4, 3, -2.9, 0.4, ·
39	NCCCC[C@H]1CNC(=S)N1CC1(c2ccccc2)CC1
→ 0.0, 37, 7, -24, -3, -1.9, -0.1, -1
40	CC1(C)CC(NC(=O)Cc2ccc(Cl)cc2)CC(C)(C)N1
→ 0.2, -6, -3, -3, -1, -4.0, ·, -5
41	CCOC(=O)C1CCN(C(=O)Cc2ccccc2OC)CC1
→ 0.0, -15, -4, 3, 14, -2.3, ·, 7
42	COc1ccccc1C(=O)Nc1ccc2c(c1)C(=O)N(C)C[C@H](OC)[C@H](C)CN(C)[C@@H](C)CO2
→ 0.3, -2, -8, 2, 17, -2.1, 0.0, -6
43	OCC[C@H]1C[C@@H](O)[C@H](O)[C@]2(CCCCO2)O1
→ 0.0, -8, -1, -2, -3, 2.5, -0.5, -11
44	O=S(=O)(NCC[C@H]1CC[C@H](NS(=O)(=O)c2ccccc2Cl)[C@H](CO)O1)c1ccc(Cl)cc1
→ 0.4, -11, 11, 1, -10, 0.6, -0.1, 4
45	CC1CCN(C(=O)c2ncn3c2C(=O)NC[C@@H]3C)CC1
→ 0.1, -9, 12, -7, -22, -3.5, ·, ·
46	Cc1nnc(SCC(=O)Nc2ccc(Br)cc2)n(N)c1=O
→ 0.1, -1, 5, -2, 4, 2.0, ·, -4
47	Cc1cc(CSc2ccccc2)ccc1NC(=O)c1ccc(Br)cc1
→ 0.2, -8, -6, -2, 19, ·, ·, ·
48	CCCOc1cccc(-c2cc(C(=O)N/N=C/c3ccccn3)c3ccccc3n2)c1
→ 0.0, -15, -9, 3, -17, -1.7, 0.7, 6
49	COc1ccc(-n2nc(C(=O)NCC(=O)O)c3ccccc3c2=O)cc1
→ 0.0, 1, 4, -3, -6, -1.2, ·, 10
50	Cc1noc(C)c1S(=O)(=O)N(C)C[C@H]1Oc2ccc(NC(=O)NC3CCCCC3)cc2CC(=O)N([C@@H](C)CO)C[C@@H]1C
→ -0.7, 6, 2, 0, 7, -5.7, 3.3, 2
51	N[C@H]1CC[C@@H](CCn2cc(-c3ccccn3)nn2)O[C@H]1CO
→ 0.1, -6, 0, 0, 8, 2.7, 0.0, 8
52	O=C(NN=C(Cc1ccccc1)Cc1ccccc1)c1ccccc1F
→ 0.2, -8, 5, 0, 5, 0.3, -1.5, ·
53	COc1cc2cc(CN(CCCN3CCOCC3)C(=O)Nc3ccccc3F)c(=O)[nH]c2cc1OC
→ 0.1, 2, 2, -3, 1, 1.4, 2.0, ·

# Grouped by structure, the entries above containing a Cl atom (9)
# Below each SMILES – Xi reactivation, RAD52 inh, DENV2 CPE rescue, Casp6 inh, GSIS activator, F508del corr, E-selectin induc, RAD54 inh
2	COc1ccc(OCc2cc(C(=O)NC3Cc4ccccc4C3)no2)c(Cl)c1
→ 0.1, 2, -4, -2, -11, 3.6, ·, 6
4	CC(C)(C)C(=O)c1c(N)[nH]c(C(=O)c2ccccc2)c1-c1cc2ccccc2nc1Cl
→ 0.0, -1, -7, 0, 0, -1.1, 0.1, ·
20	COc1cc(NC(=O)C2CC(c3c(F)cccc3Cl)=NO2)c(OC)cc1Cl (stereo not drawn)
→ 0.2, -10, -1, -1, -5, -0.7, 0.3, -9
21	CCNC(=O)CN(c1ccccc1)S(=O)(=O)c1ccc(Cl)cc1
→ ·, -3, -3, -6, 5, -0.1, ·, 8
28	Cc1cc(Cl)ccc1OC(C)C(=O)NC(C)C1CCCO1 (stereo not drawn)
→ 0.0, -14, 7, -3, 36, -2.0, 0.2, -8
32	CC(C)Cn1c(=S)[nH]c2cc(Cl)ccc21
→ 0.0, -10, 0, -5, 3, -2.7, 0.3, 3
36	C=CCn1c(SCC(=O)Nc2ccc(Cl)cn2)nnc1C1CC1
→ 0.1, -91, ?, -2, 1, -2.9, 0.3, -10
40	CC1(C)CC(NC(=O)Cc2ccc(Cl)cc2)CC(C)(C)N1
→ 0.2, -6, -3, -3, -1, -4.0, ·, -5
44	O=S(=O)(NCC[C@H]1CC[C@H](NS(=O)(=O)c2ccccc2Cl)[C@H](CO)O1)c1ccc(Cl)cc1
→ 0.4, -11, 11, 1, -10, 0.6, -0.1, 4
